MC4R antag cAMP: antagonists of human melanocortin 4 receptor (MC4R) | P32245 | MC4R-expressing cells, MTII-stimulated cAMP, LANCE TR-FRET | inhibition, % at 6.5 µM | 360,000 tested, 0.48% active | AID 540295;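 active = inhibition above its plate's cutoff, the mean of tested wells on that plate plus 3 SD, cut at about 29% in these data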;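 note: 0% = Melanotan II alone and 100% = Melanotan II plus saturating MCL0020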
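Material: U2OS-MC4R stable cell line | Reagent: Melanotan II challenge after compound preincubation | Doses: One concentration, 6.5 µM nominal | Incubation: 30-min compound preincubation, 1-h Melanotan II challenge, 1-h detection, room temperature | Signal: TR-FRET cAMP assay | Replicates: One well per compound, no replicates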
Exocytosis inh: lytic granule exocytosis inhibition. TALL-104 LAMP-1 surface exposure, flow cytometry; cells stimulated with thapsigargin and PMA. inhibition, % at 10 µM. 360,000 tested, 0.66% active;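 active = inhibition above about 55%, limit read from the data; inconclusive = no clear call, values can overlap the other calls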
H9c2 protect: myocardial damage modulation in H9c2 cells. H9c2 cardiomyocytes, H2O2 injury protection, ATPLite, 2 h. protection from H2O2 cell death, % at 20 µM. 360,000 tested, 0.63% active;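 active = compounds giving at least 50% protection of heart cells from peroxide-induced death in the single-dose screen, raw or plate-pattern-corrected value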;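 note: 0% = DMSO wells with peroxide and 100% = DMSO wells without peroxide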
iPSC survival up: enhancers of human iPSC single-cell survival; AID 602274; 360,000 tested, 0.044% active; survival enhancement, % at 20 µM; hiPSC single-cell survival, ATPlite luminescence; 100% = ROCK inhibitor wells, 0% = DMSO; in the data active = survival enhancement above about 18%;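 note: cells exposed to compounds for 16 hours before the ATP read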
ABHD5-PLIN5 inh: blocks binding of human ABHD5 to perilipin-5; Split G. princeps luciferase complementation, luminescence, 4 h; 360,000 tested, 0.78% active; inhibition, % at 4 µM;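 active = inhibition above the mean inhibition across every tested compound plus 3 SD, cut at about 22% in these data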;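 note: 0% = DMSO only wells and the 100% control is not disclosed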
Target sequence (Q00G26 whole entry, looked up): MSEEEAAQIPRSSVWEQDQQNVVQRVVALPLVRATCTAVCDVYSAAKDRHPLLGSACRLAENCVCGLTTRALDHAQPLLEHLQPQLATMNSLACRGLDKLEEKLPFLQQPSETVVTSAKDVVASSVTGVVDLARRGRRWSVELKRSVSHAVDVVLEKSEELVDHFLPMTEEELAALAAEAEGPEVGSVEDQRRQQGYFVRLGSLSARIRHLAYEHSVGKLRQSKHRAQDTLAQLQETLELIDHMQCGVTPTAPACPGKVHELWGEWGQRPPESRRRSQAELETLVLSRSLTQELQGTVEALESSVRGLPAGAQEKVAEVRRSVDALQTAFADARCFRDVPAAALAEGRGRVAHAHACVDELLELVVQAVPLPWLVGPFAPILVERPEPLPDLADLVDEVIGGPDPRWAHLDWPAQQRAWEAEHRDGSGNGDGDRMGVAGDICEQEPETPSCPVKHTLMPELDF
Target sequence (Q8WTS1 whole entry, looked up): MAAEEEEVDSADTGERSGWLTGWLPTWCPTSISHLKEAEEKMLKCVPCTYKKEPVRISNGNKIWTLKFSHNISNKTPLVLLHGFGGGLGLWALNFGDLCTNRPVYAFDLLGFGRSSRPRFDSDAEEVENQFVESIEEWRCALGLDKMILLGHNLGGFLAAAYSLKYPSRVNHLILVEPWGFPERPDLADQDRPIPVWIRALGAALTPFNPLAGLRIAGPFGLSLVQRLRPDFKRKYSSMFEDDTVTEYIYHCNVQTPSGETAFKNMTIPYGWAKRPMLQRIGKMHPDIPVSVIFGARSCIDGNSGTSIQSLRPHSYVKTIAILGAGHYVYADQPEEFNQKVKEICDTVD
MC4R barr agon: agonists of human melanocortin 4 receptor (MC4R) beta-arrestin; 360,000 tested, 0.98% active; activation, % at 8.9 µM; U2OS MC4R beta-arrestin complementation, luminescence; percent of melanotan II response, DMSO zero; AID 540308;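 active = activation above a per-plate cutoff, the mean activation of sample wells on that plate plus 3 SD, cut at about 8% in these data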
m5-HT2A agonist: activates the mouse 5-HT2A serotonin receptor; P35363; CHO-K1 mHTR2A beta-arrestin complementation, luminescence; percent of 30 µM serotonin response; activation, % at 7.6 µM; 360,000 tested, 0.66% active; AID 624169;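 active = activation above a run cutoff, the mean activation of all tested compounds plus 3 SD, cut at about 14% in these data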;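 note: 0% = plate median of compound wells and 100% = 30 µM serotonin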
Glyco luc inh: blocks N-linked glycosylation in D54 reporter cells; reporter increase, % at 12.5 µM; D54 ERlucT glycosylation luciferase reporter, 24 h; percent of 100 nM tunicamycin response; AID 588692; 360,000 tested, 0.23% active;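 active = mean luciferase reporter signal, scaled so untreated is 0 and the glycosylation-blocking control 100, at or above a set limit in every replicate; inconclusive = mean reaches the limit but not every replicate does; inactive = mean below the limit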;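 note: luciferase carries N-glycosylation sites so blocking glycosylation raises the light; 0% = median of neutral control wells and 100% = median of 100 nM tunicamycin wells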
aDG glyco act: increases alpha dystroglycan glycosylation; Pro5-aDG cells, alpha-DG glycosylation AlphaScreen (IIH6); 0% Pro5, 100% B10-LARGE cell signal; activation, % at 10 µM; 360,000 tested, 0.22% active; AID 624168;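 active = activation of at least 8% versus controls, or a plate z-score of at least 8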;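 note: Pro5 are CHO cells carrying HIG-tagged alpha-DG that lacks glycosylation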
ABCB6 inh 2: inhibitors of human ABC transporter ABCB6; Q9NP58; K562-ABCB6 porphyrin accumulation, flow cytometry, 1 h; hits give low values; fluorescence ratio to DMSO, % at 10 µM; 360,000 tested, 0.19% active; AID 602162;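 active = fluorescence ratio to DMSO below 75%, the collection mean minus 3 SD; inconclusive = too few cells collected in the well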;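 note: signal is porphyrin accumulated inside mitochondria; 100% equals median channel fluorescence of DMSO control wells; lower ratio means ABCB6 inhibition with less porphyrin fluorescence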
The depositor's hits bear a star; ? = inconclusive.

SMILES	MC4R antag cAMP	Exocytosis inh	H9c2 protect	iPSC survival up	ABHD5-PLIN5 inh	MC4R barr agon	m5-HT2A agonist	Glyco luc inh	aDG glyco act	ABCB6 inh 2
O=C(COc1ccc(Cl)cc1Cl)NCCC1=CCCCC1	7	-1	3	14	-6	0.7	-2	-2	0.0	102
NC(=O)COC(=O)c1c2c(nc3ccccc13)CCC2	3	-6	-1	-0.6	-1	-4.3	1	0	0.0	100
Cc1ccccc1-c1ncc(CN2CCC(CO)(CCCc3ccccc3)CC2)cn1	-1	9	-9	-0.4	4	-0.5	-1	-4	1.2	97
OC1(c2cccs2)CN(c2ccc(Br)cc2)C2=[N+]1CCCS2 (stereo not drawn)	9	13	0	-0.2	5	-0.7	-6	4	0.0	100
Cc1nc(CN(C)C(=O)c2ccccc2OC2CCN(S(C)(=O)=O)CC2)cs1	1	-2	4	-0.6	-3	-2.0	1	2	-0.1	92
Cc1cc(=O)[nH]c(N/N=C/c2cccs2)n1	1	?	2	-2.0	-4	-2.4	-3	3	0.0	99
CCc1nc2ccccc2c(C(=O)Oc2ccc(C(=O)OC)cc2)c1C	1	-2	-1	-0.5	-6	-2.1	-2	3	0.0	94
COc1cc(/C=C2/N=C(C3CCCCC3)OC2=O)cc(OC)c1OC	21	3	4	2.1	-5	-0.7	-1	-1	0.0	101
O=Cc1ccc(-c2ccc([N+](=O)[O-])cc2Cl)o1	4	8	4	0.8	-4	-0.1	1	-2	0.1	110
Cc1ccc(/C=N/N2CCN(c3ccccc3)CC2)cc1	3	-3	-8	-0.7	-9	0.9	-5	2	-0.3	94
CCC(=O)Nc1cccc(C2=NOC3(C2)C[C@@H](C(N)=O)N(C(=O)C2(C)CC2)C3)c1 (stereo partly drawn)	4	12	5	4.4	2	-0.9	7	2	-0.1	94
CCN1C(=NCC(C)C)N[C@@H](c2cccc(C(F)(F)F)c2)C(C(=O)OC)=C1C	4	1	-1	-2.0	-1	-0.7	-5	-1	0.1	96
C=CC[C@H](CC(=O)NCCO)C(=O)NC[C@@H](OC(=O)[C@@H](CC=C)CC(=O)OC(C)(C)C)c1ccccc1	-2	-7	0	-2.0	-5	1.1	-1	1	-0.1	98
Cc1ccc(N(CC(O)CN2CCCCC2)S(=O)(=O)c2ccccc2[N+](=O)[O-])cc1 (stereo not drawn)	-1	0	0	1.3	-6	-0.7	-6	-2	0.1	110
CC(=O)c1c(C)n(CCc2ccc(Cl)cc2)c2ccc(O)cc12	5	-4	10	0.0	-12	0.4	2	0	0.0	88
Cc1ccc2c(CN3CCCCC3CCO)cc(=O)oc2c1 (stereo not drawn)	10	12	-3	-0.6	0	-1.0	6	0	0.0	98
COC(=O)c1ccccc1NC(=O)COc1ccccc1	0	13	-3	-0.5	-1	-3.6	-2	-1	0.1	97
Cc1ccc(C)c(N2CCN(S(=O)(=O)CC34CCC(CC3=O)C4(C)C)CC2)c1 (stereo not drawn)	17	-13	-4	-0.1	2	1.3	8	-3	0.1	93
O=S(=O)(c1ccc(F)cc1)N1CC=C(c2ccccc2)CC1	3	3	-4	0.7	6	0.8	0	0	-0.1	97
Cc1ccc(NC(=O)C(=O)c2ccc(C)cc2)cc1	-3	20	-16	-0.7	-10	0.1	-11	-9	-0.1	97
CCn1c(SCC(=O)NC2CCCC2)nnc1C(C)NC(=O)c1ccccc1F (stereo not drawn)	4	26	0	-0.1	2	-1.4	3	2	0.0	96
Cc1nc2cc(C(F)(F)F)ccc2n1CCNc1nc(-c2cc(Cl)c(N)c(Cl)c2)cs1	11	1	-5	-0.6	-25	-0.8	4	2	0.4	98
CC(=O)C(C(C)=O)c1c(Cl)c(O)c(O)c2c(C(=O)c3ccccc3)coc12	1	91*	-20	0.0	-6	-0.9	-5	12	2.2	88
CC(=Nc1ccc2c(c1)nc(CO)n2C)C1=C(O)CC(C)(C)CC1=O	19	4	4	4.8	4	0.8	0	-1	0.1	100
COc1cccc(CN2CCN(Cc3ccc(O)cc3)CC2CCO)c1 (stereo not drawn)	-3	-1	2	-1.2	1	-0.7	-1	0	-0.4	99

Structures listed so far that have two or more sulfur atoms:
SMILES	MC4R antag cAMP	Exocytosis inh	H9c2 protect	iPSC survival up	ABHD5-PLIN5 inh	MC4R barr agon	m5-HT2A agonist	Glyco luc inh	aDG glyco act	ABCB6 inh 2
OC1(c2cccs2)CN(c2ccc(Br)cc2)C2=[N+]1CCCS2 (stereo not drawn)	9	13	0	-0.2	5	-0.7	-6	4	0.0	100
Cc1nc(CN(C)C(=O)c2ccccc2OC2CCN(S(C)(=O)=O)CC2)cs1	1	-2	4	-0.6	-3	-2.0	1	2	-0.1	92

New compounds follow.
SMILES	MC4R antag cAMP	Exocytosis inh	H9c2 protect	iPSC survival up	ABHD5-PLIN5 inh	MC4R barr agon	m5-HT2A agonist	Glyco luc inh	aDG glyco act	ABCB6 inh 2
NNC(=O)c1cnn(-c2ccccc2)c1C(F)(F)F	4	2	-2	-0.5	-4	-1.1	1	2	0.0	103
CC(OCC(O)CN(C)Cc1nc2ccccc2c(=O)[nH]1)c1ccc(Cl)cc1 (stereo not drawn)	4	1	11	-3.3	12	0.6	2	-4	0.3	98
COC(=O)c1c(NC(=O)c2ccc(C)cc2)sc(Cc2ccccc2)c1C	9	-2	-23	-4.1	-1	-2.4	6	-4	0.6	101
CC(C)(C)[C@H]1C=C(C(=O)Nc2ccccc2)O[C@@H](OCCCCO)C1	0	-7	-2	5.2	-8	3.1	5	-8	0.0	91
CC(C)CN(C(=O)COc1cccc(-n2cnnn2)c1)C1CCS(=O)(=O)C1 (stereo not drawn)	11	5	0	0.2	-2	-0.1	9	2	-0.1	103
NC(=O)[C@H]1CC2(CC(c3cccc(NC(=O)CC(c4ccccc4)c4ccccc4)c3)=NO2)CN1C(=O)C(c1ccccc1)c1ccccc1 (stereo partly drawn)	13	-2	6	5.4	-9	-2.3	0	-1	0.1	96
O=C(CCC(=O)N1CCN(S(=O)(=O)c2ccc(Cl)cc2)CC1)Nc1cccc(Br)c1	14	2	-4	-0.9	-13	0.4	-2	-2	0.0	99
O=C(NCc1ccc(F)cc1)c1cc(C2CCCCN2C(=O)c2ccc3c(c2)CCO3)on1 (stereo not drawn)	3	-4	-8	-0.4	-4	0.8	-4	-1	0.1	97
CC(=O)NC(=O)Nc1sc(=S)n(C)c1C	0	2	0	-2.5	6	1.6	6	1	0.0	96
COc1ccc(-c2csc(NC(=O)CCNC(=O)c3ccco3)n2)cc1	11	-1	7	-3.8	-1	-2.6	-6	0	0.1	103
COC(=O)C(N)CCCCN (stereo not drawn)	10	-6	2	0.8	0	0.3	2	3	0.0	102
O=C(COc1ccc(Cl)cc1Cl)NN=C1c2ccccc2-c2ccccc21	-1	1	-2	1.2	-3	0.2	6	3	-0.2	98
Cc1csc(NC(=O)CN2C(=O)c3ccccc3S2(=O)=O)n1	-3	-12	3	-0.1	4	-1.1	5	2	-0.2	94
O=[N+]([O-])c1cc([N+](=O)[O-])c(Oc2cc(F)cc(F)c2F)cc1NN1CCCCC1	5	1	-6	6.3	-3	-2.0	-4	1	0.4	102
Cc1ccc(NC(=O)CCSc2nnc(C)s2)cc1	3	1	6	1.1	-3	-0.6	7	0	0.0	93
Cc1ccc(C(O)c2ncc(-c3ccccc3Cl)[nH]2)cc1F (stereo not drawn)	-5	-2	-7	-1.3	-8	-1.7	-10	-3	-0.2	95
NC(=O)c1ccccc1O	-4	-2	-3	2.9	-9	-0.4	-7	3	0.0	106
O=C(OCC(=O)N(Cc1ccccc1)C1CCS(=O)(=O)C1)c1cc2c(s1)CCCC2 (stereo not drawn)	0	-13	-9	1.0	-2	-1.0	4	0	-0.2	106
CC1=NN(c2ccccc2)C(=O)C1=Cc1ccccc1	5	-10	1	2.5	-15	-0.6	7	-3	0.0	98
Cc1c(C(=O)N2CC(C)OC(C)C2)[nH]c2ccc(Br)cc12 (stereo not drawn)	7	6	-6	-0.3	-3	-1.0	-2	0	0.2	94
COc1ccc(S(=O)(=O)N(C)[C@H]2C[C@H]3c4cc(-c5ccccc5)ccc4CCN3C(=O)[C@H]2[C@H](C)O)cc1	9	-8	6	-1.5	1	-0.9	5	-3	0.2	91
Cn1c(SCCN2CCCCC2)nnc1-c1ccccc1Br	12	-1	5	-0.2	3	-0.9	1	-2	0.8	96
CCCCNC(=O)CCC(=O)N1CCN(C(c2ccccc2)c2ccccc2)CC1	11	-1	2	0.2	1	0.6	3	0	-0.1	107
CC(C)Oc1ccc(C(=O)NC(Cc2c[nH]c3ccccc23)C(=O)NN)cc1 (stereo not drawn)	27	5	9	-0.7	0	0.2	-6	-2	-0.2	101
C#Cc1ccc([C@H]2C=C(C(=O)N3CCN(Cc4ccc5c(c4)OCO5)CC3)O[C@@H](OCc3ccc(CO)cc3)C2)cc1	2	14	0	-1.8	3	0.3	-4	-1	-0.2	97
(further entries)
SMILES	MC4R antag cAMP	Exocytosis inh	H9c2 protect	iPSC survival up	ABHD5-PLIN5 inh	MC4R barr agon	m5-HT2A agonist	Glyco luc inh	aDG glyco act	ABCB6 inh 2
O=S(=O)(NC1CCC(NS(=O)(=O)c2c(F)cccc2F)CC1)c1ccc2c(c1)OCCO2 (stereo not drawn)	9	-2	-1	-2.3	3	-0.5	-6	0	0.0	97
CCO/N=C/C1=C(O)C(C(=O)OC)C(C)(C)CC1=O (stereo not drawn)	-3	-3	0	0.1	1	-1.4	9	2	0.0	89
CCCc1cc(C(=O)Nc2cc(C)ccc2O)no1	-2	-12	-12	-0.5	-5	0.8	-2	3	-0.1	97
COc1ccc(/C=N/NC(=O)c2ccn[nH]2)cc1COc1ccc([N+](=O)[O-])c(C)c1	18	7	27	-0.1	-10	4.3	4	-3	-0.2	102
COc1ccc(N2CCN(C(=O)c3ccccc3N(C)S(=O)(=O)c3ccc(C)cc3)CC2)cc1	-3	-1	-1	1.2	-2	-1.6	-6	-3	0.0	96
Cc1cc(C)nc(NC(=O)/C=C/c2ccc3c(c2)OCO3)c1	-10	-3	-14	-3.1	7	-1.9	-2	-3	-0.1	89
CCOC(=O)C1=C(O)/C(=C\c2cc(C)n(-c3ccccc3F)c2C)N=C1C	9	0	0	3.3	2	1.8	1	-1	0.1	108
Cc1ccc(-c2nnc(SC(C)C(=O)NCC3CCCO3)nc2-c2ccc(C)cc2)cc1 (stereo not drawn)	-1	0	-8	1.7	-8	-1.5	0	-4	-0.5	98
CNc1nnc(-c2ccc(C)cc2)c2ccccc12	-10	0	18	0.9	10	-2.0	-2	1	0.2	94
Cc1ccc(S(=O)(=O)NCCSc2nnnn2C)cc1	14	1	7	0.2	-2	-0.4	1	-1	-0.1	104
Cc1cc(NC(=O)COC(=O)C2CSC3(C)CCC(=O)N23)ccc1Br (stereo not drawn)	5	-6	-9	-0.2	-2	1.5	-3	-1	-0.1	96
N#CCc1nc2ccc(S(=O)(=O)N3CCOCC3)cc2s1	5	-7	1	0.4	-5	-2.3	0	1	0.1	131

Assay outcomes deposited in PubChem by several laboratories.
